# High-throughput results as filed in PubChem BioAssay.
# mHTT-CaM PPI inh = mutant huntingtin-calmodulin interaction inhibitors – biochemical, AlphaScreen, primary screen; AID 1671202, 2021; inhibition, % at 15 µM; AlphaScreen His-mHTT/GST-CaM binding, luminescence; actives 3.6% (n = 190,000); P42858;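 also: 0% = both proteins with DMSO and 100% = one protein alone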
# Target sequence (P42858 whole entry, looked up, stated change not applied): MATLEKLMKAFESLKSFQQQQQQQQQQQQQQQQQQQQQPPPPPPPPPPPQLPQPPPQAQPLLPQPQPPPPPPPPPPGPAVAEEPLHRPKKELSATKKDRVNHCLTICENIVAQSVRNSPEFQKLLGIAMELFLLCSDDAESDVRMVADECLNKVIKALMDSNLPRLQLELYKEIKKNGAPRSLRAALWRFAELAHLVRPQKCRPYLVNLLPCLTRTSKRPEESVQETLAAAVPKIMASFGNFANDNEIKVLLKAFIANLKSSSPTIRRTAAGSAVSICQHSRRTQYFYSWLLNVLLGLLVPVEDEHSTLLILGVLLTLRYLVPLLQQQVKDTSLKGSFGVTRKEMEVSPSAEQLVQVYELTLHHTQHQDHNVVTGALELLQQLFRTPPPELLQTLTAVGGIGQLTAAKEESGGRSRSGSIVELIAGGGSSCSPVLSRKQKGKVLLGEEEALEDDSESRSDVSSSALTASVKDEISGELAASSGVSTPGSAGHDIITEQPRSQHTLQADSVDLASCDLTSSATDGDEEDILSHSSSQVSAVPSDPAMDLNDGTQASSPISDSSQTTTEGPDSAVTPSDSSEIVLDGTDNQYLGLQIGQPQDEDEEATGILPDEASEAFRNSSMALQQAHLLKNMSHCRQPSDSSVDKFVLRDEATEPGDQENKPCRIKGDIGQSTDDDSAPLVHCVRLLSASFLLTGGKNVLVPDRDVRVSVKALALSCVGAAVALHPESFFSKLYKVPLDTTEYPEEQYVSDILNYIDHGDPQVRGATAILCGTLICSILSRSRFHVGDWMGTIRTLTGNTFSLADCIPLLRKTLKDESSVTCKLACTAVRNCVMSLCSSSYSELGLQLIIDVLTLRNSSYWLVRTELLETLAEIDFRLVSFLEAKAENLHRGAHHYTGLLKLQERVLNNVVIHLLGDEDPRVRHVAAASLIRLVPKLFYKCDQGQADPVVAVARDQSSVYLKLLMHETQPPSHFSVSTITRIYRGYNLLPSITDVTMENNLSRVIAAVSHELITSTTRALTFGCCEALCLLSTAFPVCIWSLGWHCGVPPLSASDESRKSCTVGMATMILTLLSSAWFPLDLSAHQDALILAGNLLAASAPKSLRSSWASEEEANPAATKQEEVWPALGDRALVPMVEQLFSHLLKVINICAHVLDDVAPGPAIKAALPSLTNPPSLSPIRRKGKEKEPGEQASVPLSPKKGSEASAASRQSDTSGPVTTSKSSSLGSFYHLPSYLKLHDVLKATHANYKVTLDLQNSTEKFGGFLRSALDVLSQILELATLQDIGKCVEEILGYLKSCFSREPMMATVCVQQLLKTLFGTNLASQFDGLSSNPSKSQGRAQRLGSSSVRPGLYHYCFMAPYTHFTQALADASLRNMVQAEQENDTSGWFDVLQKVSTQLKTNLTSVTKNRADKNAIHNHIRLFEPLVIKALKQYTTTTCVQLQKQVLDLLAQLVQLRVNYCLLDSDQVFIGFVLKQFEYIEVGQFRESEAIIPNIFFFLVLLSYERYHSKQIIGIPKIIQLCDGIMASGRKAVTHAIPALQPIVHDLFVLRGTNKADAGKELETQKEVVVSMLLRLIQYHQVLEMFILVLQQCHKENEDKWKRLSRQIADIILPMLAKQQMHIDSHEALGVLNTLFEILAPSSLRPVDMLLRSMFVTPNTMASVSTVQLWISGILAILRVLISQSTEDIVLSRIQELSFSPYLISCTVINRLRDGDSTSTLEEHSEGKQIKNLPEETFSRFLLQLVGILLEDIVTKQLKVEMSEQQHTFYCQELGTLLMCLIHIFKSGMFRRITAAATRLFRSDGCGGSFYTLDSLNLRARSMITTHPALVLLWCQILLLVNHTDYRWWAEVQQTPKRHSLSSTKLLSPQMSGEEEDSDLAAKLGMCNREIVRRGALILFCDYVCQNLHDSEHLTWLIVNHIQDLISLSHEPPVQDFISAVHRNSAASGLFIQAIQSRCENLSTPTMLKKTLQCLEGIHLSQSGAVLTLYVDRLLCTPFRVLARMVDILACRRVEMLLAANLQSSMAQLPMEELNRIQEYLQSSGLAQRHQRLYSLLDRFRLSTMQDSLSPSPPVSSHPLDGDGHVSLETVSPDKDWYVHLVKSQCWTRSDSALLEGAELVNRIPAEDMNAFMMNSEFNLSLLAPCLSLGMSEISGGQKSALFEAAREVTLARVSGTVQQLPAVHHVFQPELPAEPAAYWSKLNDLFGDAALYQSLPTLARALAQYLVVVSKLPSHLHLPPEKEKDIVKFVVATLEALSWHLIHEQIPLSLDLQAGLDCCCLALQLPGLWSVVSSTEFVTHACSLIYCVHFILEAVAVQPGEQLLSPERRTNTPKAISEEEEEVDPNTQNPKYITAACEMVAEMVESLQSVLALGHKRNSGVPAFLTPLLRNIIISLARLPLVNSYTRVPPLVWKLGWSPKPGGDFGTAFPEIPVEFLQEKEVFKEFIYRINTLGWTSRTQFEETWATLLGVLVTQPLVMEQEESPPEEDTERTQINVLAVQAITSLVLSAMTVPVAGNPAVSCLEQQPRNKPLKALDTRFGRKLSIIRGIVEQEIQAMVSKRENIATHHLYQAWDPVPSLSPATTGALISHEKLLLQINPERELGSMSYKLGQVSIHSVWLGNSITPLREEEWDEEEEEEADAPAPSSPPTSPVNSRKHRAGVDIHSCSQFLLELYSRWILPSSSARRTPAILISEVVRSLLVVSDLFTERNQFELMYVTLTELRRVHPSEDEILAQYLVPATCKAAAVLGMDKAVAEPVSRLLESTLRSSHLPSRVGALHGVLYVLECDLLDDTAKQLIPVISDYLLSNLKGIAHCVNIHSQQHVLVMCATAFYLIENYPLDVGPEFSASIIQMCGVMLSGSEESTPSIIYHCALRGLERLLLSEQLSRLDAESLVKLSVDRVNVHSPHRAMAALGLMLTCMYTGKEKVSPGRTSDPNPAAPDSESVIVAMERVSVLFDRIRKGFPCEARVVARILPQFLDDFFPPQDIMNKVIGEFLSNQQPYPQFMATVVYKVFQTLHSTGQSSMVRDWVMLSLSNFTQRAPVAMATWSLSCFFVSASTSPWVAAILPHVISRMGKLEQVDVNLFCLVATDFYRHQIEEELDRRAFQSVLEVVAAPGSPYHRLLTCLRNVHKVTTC
# Pf apPOL inh = Pf-apPOL inhibitors, biochemical, fluorescence | Plasmodium falciparum apicoplast DNA polymerase (apPOL) | Recombinant Pf-apPOL, molecular beacon fluorescence, 1.5 h | inhibition, % at 10 µM | actives 0.25% (n = 210,000)
# An asterisk follows results filed as active; nt = no result given. Rule as the data show it: active = inhibition above about 50%; inactive = the rest. The order is random; 3.6% or so of the library scored in one or more.
SMILES,mHTT-CaM PPI inh,Pf apPOL inh
Cc1cccc(CN2CCCn3nc(C(=O)NCC(C)c4ccccc4)cc3C2=O)c1 (stereo not drawn),11,2
COc1ccc(CCC(=O)Nc2ccc(S(N)(=O)=O)cc2)cc1,3,-3
COc1cccc(NC(=O)c2sc3cccc(Cl)c3c2Cl)c1,-6,-2
COc1cc(C2=NOC(C(=O)NCc3ccc(F)cc3)C2)cc(OC)c1OC (stereo not drawn),1,-5
COc1cccc(CNC(=O)C2CCN(c3cncnc3N3CCCCC3)CC2)c1OC,14,1
O=[N+]([O-])c1ccc(N=Cc2ccc(Br)c([N+](=O)[O-])c2)cc1,3,-2
COc1ccc([N+](=O)[O-])cc1C(=O)Nc1ccc(OCC(=O)N2CCOCC2)cc1,0,-6
O=S(=O)(c1ccccc1Br)N(Cc1ccccc1)Cc1ccco1,-27,0
N#Cc1ccccc1NC(=O)c1ccc([N+](=O)[O-])o1,-3,-2
O=C1CSC(c2ccc([N+](=O)[O-])cc2)N1c1ccccc1F (stereo not drawn),7,2
O=C(c1ccccc1NS(=O)(=O)c1ccc(Br)cc1)N1CCCC1,-9,6
C=CCn1c(=N)n(CC(=O)c2ccccc2)c2ccccc21,-15,5
COc1ccc(-n2nc(C(=O)Nc3ccc(F)cc3Cl)c3ccccc3c2=O)c(OC)c1,-7,4
Cc1ccccc1C(=O)N1CCC(C(=O)Nc2ccc(I)cc2)CC1,15,-2
O=C(CSc1ccccn1)Nc1ccc2c(c1)OCO2,4,-11
Cc1nc(CCNC(=O)C2CCCN2S(=O)(=O)c2ccc(Cl)cc2)cs1 (stereo not drawn),-3,-3
COc1ccccc1N1CCN(C2CCN(CCCc3ccccc3)CC2)CC1,20,-1
CC(C)NC(=O)c1ccccc1OCC1CCN(C(=O)Cc2ccccc2F)CC1,6,-3
COc1cccc(OC)c1C(=O)Nc1ccc(F)c(Cl)c1,7,-5
O=C(Cc1csc(NC(=O)C2CC2)n1)NCc1ccccn1,-18,-10
COc1ccc(C)cc1NC(=O)CN(c1ccccc1)S(=O)(=O)c1ccccc1[N+](=O)[O-],23,1
CC(C)NCC(O)COc1ccc(COCCOC(C)C)cc1 (stereo not drawn),nt,-11
Cc1ccc(N=Cc2cccc(C(=O)O)c2O)cc1,24,-3
COc1cccc(C2C(C(=O)Nc3ccccc3F)=C(C)NC3=C2C(=O)CCC3)c1OC (stereo not drawn),3,-2
CCC1Oc2ccc(Cl)cc2N(CC(=O)NC2CCCCCCC2)C1=O (stereo not drawn),-12,-12
Cc1cccn2c(=O)c3cc(C(=O)NC(C)c4ccccc4)c(=N)n(CC4CCCO4)c3nc12 (stereo not drawn),23,10
Cc1nc2c(C(=O)NCCC(C)C)c[nH]n2c(=O)c1Cc1ccc(F)cc1Cl,24,-6
N#CC1=C(N)Oc2cc(O)ccc2C1c1ccc(Br)cc1 (stereo not drawn),27,-13
CC(NC(=O)c1ccc(-c2cccnc2)nc1)c1ccccc1 (stereo not drawn),-6,3
Cc1ccc(NC(=O)N2CCCC(C)(C(=O)NCc3ccccc3C)C2)c(C)c1 (stereo not drawn),13,-1
O=C(NCC(O)c1cccs1)Nc1ccccc1C(F)(F)F (stereo not drawn),-19,4
CC(C)Oc1ccc(-c2cc(=O)[nH]c(=O)[nH]2)cc1,-2,-14
Cc1ccccc1C(=O)N1CCC(C(=O)N2CCc3ccccc3C2)CC1,7,-6
COc1ccc(N(C(=O)CC2CCCCC2)C2C=CS(=O)(=O)C2)c(OC)c1 (stereo not drawn),5,-4
CC1(C)C2([N+](=O)[O-])CN3CC1([N+](=O)[O-])CN(C2)C3c1ccc(F)cc1 (stereo not drawn),-3,2
O=c1ccc(-c2noc(-c3ccoc3)n2)c[nH]1,0,2
CC(=Nc1ccccc1)C1=C(O)CC(C)(C)CC1=O,-6,-8
O=C(NCC1CCCO1)c1cc2nc(-c3ccc([N+](=O)[O-])cc3)cc(C(F)(F)F)n2n1 (stereo not drawn),-3,-2
Cc1cc(C)cc(N2CCN(C(=O)c3ccc(Br)cc3)C(C)C2=O)c1 (stereo not drawn),6,0
COc1cc(NC(=O)C2(C)Oc3cccnc3N(C)C2=O)cc(OC)c1 (stereo not drawn),-3,-1
COc1ccc(NCC(O)Cn2c(C)c(C)c3ccccc32)c(OC)c1 (stereo not drawn),74*,-1
COc1ccc(C(=O)COc2ccc3c(=O)c(-c4ccc5c(c4)OCCO5)coc3c2)cc1,4,-5
O=c1[nH][nH]c2ccccc2c1=O,nt,17
N#CC1=C(N)Oc2n[nH]c(-c3ccccn3)c2C1c1ccco1 (stereo not drawn),91*,0
CCOCC(=O)N1CCCC(c2ccnc(Nc3cccc(C)c3)n2)C1 (stereo not drawn),50,-4
Cc1ccc(NC(=O)c2cccs2)cc1F,-6,-11
Cc1cccc(Cl)c1C=NNc1ccc(-c2csnn2)cc1,nt,-3
CCCC(C(=O)O)N1C(=O)C(=Cc2cccc(OC)c2OC)SC1=S (stereo not drawn),22,-28
COc1cc(C(=O)Nc2c3c(nn2-c2cccc(C)c2C)CS(=O)C3)cc(OC)c1OC (stereo not drawn),10,-18
COC(=O)[C@H](C(C)C)N1CCc2nnn(Cc3ccccc3)c2-c2cc(F)ccc2S1(=O)=O,-4,-3
COc1cc(-n2nnn([C@H]3CC(=O)[C@@H]4OC[C@H]3O4)c2=S)c(OC)cc1Cl,11,nt
CSc1ccc(Cl)c(C(=O)NCCOc2ccccc2F)c1,-14,-8
Cn1nc([N+](=O)[O-])nc1Oc1ccc2c(c1)OCO2,-3,nt
Cc1ccc(-c2noc(C3CCCN3C(=O)c3ccccc3F)n2)cc1 (stereo not drawn),-10,-4
COc1ccc(CNC(=O)NCC2CCN(S(=O)(=O)C3CC3)CC2)cc1,-11,-3
O=C(Cc1ccc(Cl)cc1)Nc1cc(F)c2nc(N3CCOCC3)ccc2c1,-2,-3
Cc1cc(-c2ccccc2C(=O)NC2CCCCC2)on1,nt,-2
CCOc1nc(NCc2ccccc2)nc(NCc2cccnc2)n1,13,-1
O=[N+]([O-])c1ccc(CNc2ccc3c(c2)CCC3)s1,84*,7
O=c1c(F)cn(Cc2ccc(F)cc2)c(=O)n1Cc1ccc(F)cc1,-18,-4
# Additional results
SMILES,mHTT-CaM PPI inh,Pf apPOL inh
O=C1c2ccccc2C(=O)N1CNc1ccc(Cl)c(Cl)c1,2,-2
O=C(NCc1ccccc1Cl)NC1(C(F)(F)F)Oc2ccccc2O1,-3,3
N#CCc1ccc(NC(=O)COc2cccc(Cl)c2Cl)cc1,5,-9
Cc1cc(C)nc(-n2nc(C)cc2N)n1,-7,-7
O=C(c1ccco1)N1CCN(C(=O)C2CC(c3ccccc3F)=NO2)CC1 (stereo not drawn),-10,2
O=c1[nH]c2ccc(Cl)cc2c(-c2ccccc2)c1[N+](=O)[O-],17,-2
Cc1ccc(C(=O)COc2ccc([N+](=O)[O-])cc2)cc1,-2,-1
Cc1cc(NC(=O)C2CCN(S(=O)(=O)c3cccs3)CC2)n(C(C)C)n1,-8,-4
N#Cc1c(F)cccc1NC(=O)COCC(=O)O,nt,-2
CON(C)C(=O)C1CN(C(=O)c2ccc3c(c2)OCO3)C1,-1,-4
CCc1ccccc1-n1c(C)nc2cc(C(=O)O)ccc21,0,-5
Cn1nc(COc2ccccc2)c2c1CCN(Cc1ccco1)C2,14,3

# Some of these compounds in order of molar mass, low to high:
SMILES,mHTT-CaM PPI inh,Pf apPOL inh
N#Cc1c(F)cccc1NC(=O)COCC(=O)O,nt,-2
Cn1nc([N+](=O)[O-])nc1Oc1ccc2c(c1)OCO2,-3,nt
Cc1ccc(C(=O)COc2ccc([N+](=O)[O-])cc2)cc1,-2,-1
O=[N+]([O-])c1ccc(CNc2ccc3c(c2)CCC3)s1,84*,7
Cc1cc(-c2ccccc2C(=O)NC2CCCCC2)on1,nt,-2
CON(C)C(=O)C1CN(C(=O)c2ccc3c(c2)OCO3)C1,-1,-4
O=c1[nH]c2ccc(Cl)cc2c(-c2ccccc2)c1[N+](=O)[O-],17,-2
O=C1c2ccccc2C(=O)N1CNc1ccc(Cl)c(Cl)c1,2,-2
Cn1nc(COc2ccccc2)c2c1CCN(Cc1ccco1)C2,14,3
N#CCc1ccc(NC(=O)COc2cccc(Cl)c2Cl)cc1,5,-9
CCOc1nc(NCc2ccccc2)nc(NCc2cccnc2)n1,13,-1
CSc1ccc(Cl)c(C(=O)NCCOc2ccccc2F)c1,-14,-8
Cc1ccc(-c2noc(C3CCCN3C(=O)c3ccccc3F)n2)cc1 (stereo not drawn),-10,-4
O=C(c1ccco1)N1CCN(C(=O)C2CC(c3ccccc3F)=NO2)CC1 (stereo not drawn),-10,2
O=C(NCc1ccccc1Cl)NC1(C(F)(F)F)Oc2ccccc2O1,-3,3
COc1ccc(CNC(=O)NCC2CCN(S(=O)(=O)C3CC3)CC2)cc1,-11,-3
Cc1cc(NC(=O)C2CCN(S(=O)(=O)c3cccs3)CC2)n(C(C)C)n1,-8,-4
COc1cc(-n2nnn([C@H]3CC(=O)[C@@H]4OC[C@H]3O4)c2=S)c(OC)cc1Cl,11,nt
O=C(Cc1ccc(Cl)cc1)Nc1cc(F)c2nc(N3CCOCC3)ccc2c1,-2,-3

# The results go on:
SMILES,mHTT-CaM PPI inh,Pf apPOL inh
CC(C)OCC(O)Cn1c(Br)nc2c1c(=O)[nH]c(=O)n2C (stereo not drawn),5,10
COc1ccc(N2C=C(C#N)S(=O)(=O)c3ccc(C)cc32)c(C)c1,-10,0
Cc1ccc(-c2nc3ncccc3o2)cc1NC(=O)COc1cc(Cl)c(Cl)cc1Cl,-5,1
Cn1nc(-c2nc(-c3cccc(F)c3)no2)c2c1CCN(C(=O)Cc1ccccc1F)C2,-3,-3
COC(=O)CCCn1cc(CN2CC(N(C)C)CS2(=O)=O)nn1 (stereo not drawn),-9,-2
Cc1cc(C)nc(SC(NC(=O)c2ccccc2)C(=O)c2ccccc2)n1 (stereo not drawn),94*,0
CCCCCCCCNCCS(=O)(=O)NCc1ccc(OC)cc1,-11,-4
O=C(Nc1ccc2nncn2c1)c1cccc(Cl)c1,7,10
O=C(NCCn1nc(-c2cccs2)ccc1=O)C1c2ccccc2Oc2ccccc21,-15,-7
CCc1ccc(N2CCN(C(=O)c3ccc(F)cc3)C(C)C2=O)cc1 (stereo not drawn),-6,-2
O=C(C1CC(c2ccccc2F)=NO1)N1CCCCCC1 (stereo not drawn),3,-9
COc1ccc(/C(O)=C(\C#N)c2nc3ccccc3s2)cc1,2,48
COc1cccc(CCC(=O)N2CCN(C3=CC4=NC(C)CN4C=N3)CC2)c1 (stereo not drawn),1,3
COc1cccc(OC)c1C(=O)NC(C)CCc1ccccc1 (stereo not drawn),-4,5
CCN(CC)Cc1c(O)ccc2c1OC(=Cc1cc(OC)c(OC)cc1OC)C2=O,-6,-4
CN(C)C=CC(=O)c1ccc(S(=O)(=O)c2ccccc2)cc1,nt,-2
CN1C(=O)C(=Cc2cn(CCOc3ccc4c(c3)OCO4)c3ccccc23)C(=O)N(C)C1=O,3,0
O=C1Nc2ccccc2C1=Cc1ccc2c(c1)CCO2,nt,-5
CCN1C2OC3OC4C(OC3OC2N(CC)S1(=O)=O)N(CC)S(=O)(=O)N4CC (stereo not drawn),-7,-6
CCOCc1cn(CC(=O)c2ccc([N+](=O)[O-])cc2)c(C)nc1=N,-4,3
CCc1nnc(-c2cccn2CC(=O)NCc2ccc(Cl)cc2)o1,-5,1
Cn1c(=O)[nH]c(=O)c2[nH]c(N3CCN(c4ccccc4)CC3)nc21,-4,1
Cc1ccc(OCC(=O)N(c2ccc(C)cc2)C2C=CS(=O)(=O)C2)cc1 (stereo not drawn),8,-1
O=C(c1ccc(F)cc1)N1CCCC(c2ccnc(-c3ccccc3)n2)C1 (stereo not drawn),18,-2
O=C1N=C(N2CCCC2)CN1c1ccccc1,-9,-2
CCOC(=O)COc1ccc2c(c1)OC(=Cc1ccccc1Br)C2=O,4,4
O=C(Nc1nccs1)C1CC(=O)N(c2ccc(F)cc2)C1 (stereo not drawn),-10,-2
COCCN=C1Nc2ccccc2CNC12CCN(C(=O)c1cccc(Cl)c1)C2 (stereo not drawn),22,-1
CC(=O)N1CCc2c(sc(NC(=O)c3ccco3)c2C#N)C1,10,20
Cc1ccc(C)c(NC(=O)c2cc(S(=O)(=O)N3CCc4ccccc43)ccc2F)c1,-15,-4
COC(=O)c1sccc1NC(=O)c1c(C)c(=O)on1C,nt,-7
COc1ccccc1-c1nc(C2CCCN(C(=O)c3ccc(F)c(F)c3)C2)no1 (stereo not drawn),4,-3
COc1ccc(C2=C/C(=C\c3ccc(OC)c(OC)c3)C(=O)O2)c(OC)c1,-1,-8
CC(C)(C)C(=O)Nc1ccc(N2CCCN(Cc3ccccc3F)CC2)nc1,-1,-2
Cn1nc(-c2nc(-c3ccccc3)no2)c2c1CCN(C(=O)c1ccccc1Cl)C2,2,0
O=C(CCCN1C(=O)c2ccccc2C1=O)Nc1ccc([N+](=O)[O-])cc1Br,1,4
Cc1nc(SCC(=O)c2ccc(O)c(O)c2)c(C#N)c(CC(C)C)c1C(N)=O,5,4
CC(C)C(=O)N(C)CC(=O)N1N=C(c2cccs2)CC1c1ccc(F)cc1 (stereo not drawn),21,-6
N#Cc1c(OCC(F)(F)F)ccc(C(=O)Nc2cccc(C(F)(F)F)c2)c1OCC(F)(F)F,nt,-10

# Record cards, from the list above.
# Cc1cccc(CN2CCCn3nc(C(=O)NCC(C)c4ccccc4)cc3C2=O)c1 (stereo not drawn) as listed: mHTT-CaM PPI inh: 11; Pf apPOL inh: 2
# O=c1c(F)cn(Cc2ccc(F)cc2)c(=O)n1Cc1ccc(F)cc1 as listed: mHTT-CaM PPI inh: -18; Pf apPOL inh: -4
